AI-2 QS modul: modulates the Vibrio harveyi AI-2 quorum sensing system; actives 0.4% (n = 300,000); Vibrio harveyi JMH597 AI-2 luminescence/OD600 ratio, 9 h; stronger effect = lower value; strain lacks LuxN and CqsS sensors; 0 = neutral-control median; activity change, % at 7.5 µM; in the data active = activity change below about -75%, passing the limit was not always enough;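 note: luminescence divided by OD600 gain over 9 h not by final OD600 alone; inactives centre near 13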
IEC-6 tox: counter-screen for KLF5 inhibitors: cytotoxicity in IEC-6 cells; AID 1825; inhibition, % at 5 µM; actives 0.78% (n = 290,000); IEC-6 cytotoxicity, luminescence viability; in the data active = inhibition above about 22%;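 note: 0% = plate median of test compound wells and 100% = cytotoxic reference compound wells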
HSP90 inh: HSP90 refolding inhibition in rabbit reticulocyte lysate; actives 0.91% (n = 290,000); luciferase refolding luminescence, 3 h; inhibition, % at 5.6 µM; AID 1789;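 active = inhibition above the screen-wide mean plus 3 SD, computed separately per campaign, cut at about 16% in these data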;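 note: 0% = DMSO wells and 100% = 60 µM geldanamycin wells; inhibitors lower the luminescence because luciferase stays unfolded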
GSK3A inh: human GSK-3 alpha kinase inhibition; ADP-Glo luminescence, 60 min; inhibition, % at 10 µM; actives 0.1% (n = 320,000); AID 2650;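 in the data active = inhibition above about 50%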;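 note: GST-tagged GSK-3 alpha with peptide substrate and 25 µM ATP; 0% = DMSO neutral wells and 100% = GW8510 positive control wells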
Target sequence (P49840 whole entry, looked up): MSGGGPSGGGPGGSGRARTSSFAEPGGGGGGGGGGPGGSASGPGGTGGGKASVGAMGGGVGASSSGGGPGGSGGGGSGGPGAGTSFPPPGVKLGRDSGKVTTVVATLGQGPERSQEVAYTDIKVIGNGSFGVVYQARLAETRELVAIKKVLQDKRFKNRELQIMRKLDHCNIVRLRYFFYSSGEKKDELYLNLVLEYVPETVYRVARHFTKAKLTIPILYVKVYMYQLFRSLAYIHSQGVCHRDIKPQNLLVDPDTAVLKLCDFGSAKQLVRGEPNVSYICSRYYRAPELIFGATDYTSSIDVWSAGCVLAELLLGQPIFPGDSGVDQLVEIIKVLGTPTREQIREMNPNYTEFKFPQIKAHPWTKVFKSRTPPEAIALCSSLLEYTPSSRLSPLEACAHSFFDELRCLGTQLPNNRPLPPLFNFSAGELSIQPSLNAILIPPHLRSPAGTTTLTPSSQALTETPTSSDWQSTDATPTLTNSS
aSyn UTR inh: MLPCN primary screen, SNCA 5' untranslated region; alpha-synuclein 5'UTR reporter, inhibitor activity; inhibition, % (tested at 7.5 µM); actives 0.82% (n = 300,000); AID 1813; in the data active = inhibition above about 60%;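 note: H4 neuroglioblastoma cells stably carrying SNCA 5'UTR luciferase fusion; 0% = DMSO wells and 100% = positive control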
PolyA inhibitor: inhibitors of polyadenylation in S. cerevisiae; calls only at 12 µM; actives 0.02% (n = 300,000); S. cerevisiae SKY197-pL101 polyadenylation reporter, beta-gal luminescence; efflux-impaired pdr1/pdr3 knockout yeast; score 100 = 6 SD above DMSO; AID 1875;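 active = lowest replicate activity score at least 50, where 100 means six control SD above control mean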;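 note: yeast exposed to compound for 9 h at 30 °C; higher score means more reporter readthrough which indicates perturbed polyadenylation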
HSF1 activator: increases HSF-1 driven luciferase reporter signal | NIH3T3-HGL HSF-1 luciferase reporter, MG132, 8 h; 100% = twice DMSO control signal | activation, % at 9 µM | actives 1.7% (n = 300,000);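 active = mean replicate activation of at least 50% with a set share of replicates each reaching 50%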;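 note: 0% = median of the neutral control wells and 100% = twice that signal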
HSF1 inh: HSF1 inhibition | actives 0.77% (n = 300,000) | NIH3T3-HGL HSE-luciferase, MG132-induced, luminescence 8 h; stronger effect = lower value | AID 2098 | activity change, negative = inhibition, % at 7.5 µM (by protocol);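 active = more than half of replicate wells show activity change below -50%, luminescence cut by over half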;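 note: luciferase reports HSF-1 transcriptional activity via heat shock element; 0% = median of DMSO wells and -100% = zero luminescence signal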
KLF5 inhibitor: inhibitors of KLF5 expression. DLD-1 KLF5 promoter-luciferase reporter, luminescence. inhibition, % at 5 µM. actives 0.23% (n = 290,000). AID 1700;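 active = inhibition above a per-plate limit of that plate's mean compound inhibition plus 3 SD, cut at about 60% in these data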;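 note: 0% = DMSO wells and 100% = LY294002 at 200 µM; higher means less KLF5 promoter-driven luciferase light; inactives centre near -14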
GSK3B inh: blocks human GSK3beta kinase activity; P49841; GST-GSK3beta kinase, ADP-Glo luminescence, 60 min; stronger effect = lower value; activity score (negative = inhibition), % at 10 µM; actives 0.038% (n = 300,000); AID 2097;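 active = more than half of replicate wells score below -50%, meaning over 50% inhibition versus plate controls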;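 note: 0% = median DMSO wells and -100% = median GW8510 positive control wells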
Target sequence (P49841 whole entry, looked up): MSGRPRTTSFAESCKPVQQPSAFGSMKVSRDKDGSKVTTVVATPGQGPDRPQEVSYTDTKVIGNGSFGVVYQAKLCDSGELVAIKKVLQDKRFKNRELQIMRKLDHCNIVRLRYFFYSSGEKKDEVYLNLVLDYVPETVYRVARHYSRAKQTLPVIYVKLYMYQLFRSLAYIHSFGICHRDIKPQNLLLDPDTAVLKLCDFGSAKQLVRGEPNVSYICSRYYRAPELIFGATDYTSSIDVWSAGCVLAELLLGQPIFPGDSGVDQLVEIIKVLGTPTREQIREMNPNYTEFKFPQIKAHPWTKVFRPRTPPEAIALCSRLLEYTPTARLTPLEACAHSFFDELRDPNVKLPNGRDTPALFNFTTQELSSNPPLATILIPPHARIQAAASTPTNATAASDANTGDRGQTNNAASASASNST
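Test system: GST-fused GSK3beta enzyme, cell-free | Quantity: 1.6 ng GST-GSK3beta enzyme per well | Reagent: 25 µM ATP with peptide substrate | Schedule: 60 min enzyme reaction, room temperature | Signal: Luminescent ADP-Glo measurement of ADP formed | Read-out basis: Score relative to plate controls | Control set: DMSO and 20 µM GW8510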
An asterisk follows results filed as active; i = inactive; x = not tested or not shown. A portion of the library, so the mix of outcomes need not match the whole.

Order of results: AI-2 QS modul	IEC-6 tox	HSP90 inh	GSK3A inh	aSyn UTR inh	PolyA inhibitor	HSF1 activator	HSF1 inh	KLF5 inhibitor	GSK3B inh
- CCn1c(COc2ccc3c(c2)OCO3)nnc1SCC(=O)O
    25	5	6	-1	-25	i	0	-2	-7	1
- C#CCOCCOCCOCCNc1nc(N2CCN(C(=O)[C@H](CCC(=O)O)n3cc(C(N)CC(C)C)nn3)CC2)nc(N2CCN(C(=O)[C@H](CCC(=O)O)n3cc(C(N)[C@H](C)CC)nn3)CC2)n1 (some centres undefined)
    21	-2	-1	-2	17	i	-13	-4	-43	3
- CCOc1cc(C2CC(=O)NC(SCC)=C2C#N)ccc1O (centres undefined)
    -19	-4	-1	1	16	i	7	4	-24	-1
- CN(C)S(=O)(=O)c1ccc(C(=O)OCCN=C2NS(=O)(=O)c3ccccc32)cc1
    -53	5	-5	-5	3	i	3	3	18	2
- O=C(Nc1ccc(-n2ccc(C(F)(F)F)n2)cc1)Nc1cccc(Cl)c1
    48	23*	5	-3	-81	i	12	8	-55	-9
- O=C(O)C1=C[C@@H](c2ccccc2)C[C@@H](OCCCCO)O1
    13	x	x	-4	3	i	-9	-1	x	-2
- O=C(NCC1CCCO1)c1ccc2c(c1)S(=O)(=O)c1ccccc1C2=O (centres undefined)
    26	x	x	1	9	i	3	0	x	0
- O=C(CCN1C(=O)c2ccccc2C1=O)Oc1ccc2ccccc2c1
    22	4	0	-1	-3	i	-14	-2	16	-2
- O=C(CSc1nnc(-c2ccco2)n1Cc1ccccc1)OC1CCCCC1
    25	2	2	-7	-44	i	79*	47	-36	1
- COc1cccc(CNC(=O)CCC(=O)n2ncc3cc(C)ccc32)c1OC
    19	12	-2	-3	14	i	5	-3	-13	-1
- CCn1c(=O)cc(NC2=NCC(C)CN2c2cccc(Cl)c2)n(C)c1=O (centres undefined)
    0	5	0	-4	23	i	-3	-1	17	-3
- COc1cccc(CN2CCNC(=O)C2CC(=O)NCCOc2cccnc2)c1OC (centres undefined)
    46	2	0	-1	2	i	6	0	-6	-5
- CCOC(=O)c1cnc2c(C)cccc2c1NCCCN1CCOCC1
    16	3	7	-1	-4	i	17	4	-5	0
- COC(=O)c1ccc2nc(C(F)(F)F)[nH]c2c1
    7	6	1	5	-24	i	10	4	-22	-2
- O=C(CSc1nc2ccsc2c(=O)n1NC(=O)c1ccccc1)NCc1ccco1
    14	2	4	x	-70	i	12	9	-41	1
- COc1ccccc1CNC(=O)c1cccc2c1C(=O)N(Cc1cccnc1)C2
    14	4	0	0	7	i	0	2	-15	0
- CCOP(=O)(OCC)C(Nc1ccccc1)c1ccco1 (centres undefined)
    22	4	0	-5	13	i	-12	-6	-12	2
- CC1CCCCC1NC(=S)NC(=O)c1sc2ccccc2c1Cl (centres undefined)
    7	0	-2	0	-42	i	15	7	-8	2
- Cc1cc(NC(=O)C2CC(=O)N(c3ccc(Cl)cc3)C2)no1 (centres undefined)
    -5	-4	4	2	2	i	-2	-1	-33	0
- CCOC(=O)C1CCCN1C(=O)c1ccc(OC)c(Br)c1 (centres undefined)
    28	5	0	-2	-4	i	6	2	-2	2
- COC(=O)c1cc(OC)c(OC)cc1NC(=O)Nc1ccc(OC)cc1OC
    5	4	2	4	-4	i	11	4	-4	0
- Cn1c(=O)c2c(SCC(=O)N3CCCc4ccccc43)nc(C3CC3)nc2n(C)c1=O
    -7	-4	2	5	23	i	-54	-45	-32	2
- Cc1ccc(N=C2NC(=O)/C(=C\c3ccc(C)s3)S2)cc1
    15	2	2	0	-14	i	-1	3	-43	-1
- O=C(OCc1ccco1)c1ccc(S(=O)(=O)N2CCCCC2)cc1
    20	-7	0	-1	4	i	7	-2	-1	-3
- COCCCNC(=O)c1ccc(CN2CCc3ccccc3C2)cc1
    15	-1	1	-1	-22	i	16	-4	-3	4
- Cc1c(NC(=S)N/N=C/c2cccc(O)c2)c(=O)n(-c2ccccc2)n1C
    15	1	0	-2	24	i	-2	-4	4	-7
- CCN1C(=O)c2ccccc2S(=O)(=O)c2ccc(C(=O)NCCCN(CC(C)C)CC(C)C)cc21
    -8	-2	0	-2	-14	i	30	5	-5	1
- Cc1ccccc1NC(=O)CN1C(=O)N/C(=C\c2cccn2-c2cccc(C(=O)O)c2)C1=O
    20	-8	-2	1	-1	i	-9	7	-40	-1
- CC1Cc2cc(S(=O)(=O)NCCC(=O)N(C)Cc3ccccc3)ccc2N1C(=O)C1CC1 (centres undefined)
    17	2	-2	-3	12	i	12	3	-8	-4
- CCOc1ccc(N2C(=O)CC(NC3CCN(C(=O)c4cccc(Cl)c4)CC3)C2=O)cc1 (centres undefined)
    16	-1	0	2	19	i	-14	-2	-12	1
- CC(SC1CCCC1)C(=O)NC(C)(C#N)C(C)C (centres undefined)
    1	-6	-2	-1	-20	i	-18	4	-4	2
- CN1CCN(C(=O)c2cn(-c3ccccc3)nc2-c2cccnc2)CC1
    6	0	1	-2	8	i	-15	-9	-28	2
- Cc1ccc(S(=O)(=O)N2CCN(C(=O)COc3ccc(C)nc3[N+](=O)[O-])CC2)c(C)c1
    33	0	3	0	9	i	3	-1	1	1
- CCN(CC)S(=O)(=O)c1cccc(C(=O)Nc2cc(C)nn2-c2ccccc2)c1
    22	7	-2	x	19	i	0	-1	-1	-1
- O=C1CCC(C(=O)Nc2cccc3ccccc23)N1 (centres undefined)
    14	4	6	-3	8	i	-4	-5	-10	1
- COc1ccc(OC)c(NC(=O)C2CCN(C(=O)C3CC(=O)N(c4ccc(C)cc4)C3)CC2)c1 (centres undefined)
    -1	5	2	-1	-4	i	6	-7	-26	4
- COc1ccc(Cn2nnc3c(C)n[nH]c(=O)c32)cc1
    19	0	-1	-2	10	i	9	-2	-59	-4
- O=C(c1cc2ccccc2oc1=O)N(Cc1cccs1)Cc1cccs1
    -6	-9	-2	-2	1	i	-1	7	-59	5
- O=[N+]([O-])c1cc([N+](=O)[O-])c2oc(-c3ccccc3)c(Br)c2c1O
    131	29*	-6	x	15	i	6	-4	1	1
- CCOC(=O)C1=C(C)OC(N)=C(C#N)C1c1cc(Cl)c(OCC(N)=O)c(OC)c1 (centres undefined)
    11	-1	-2	4	-19	i	22	8	-11	-1
- c1ccc(CCN2CCN(c3ncnc4c3cnn4-c3ccccc3)CC2)cc1
    25	-5	-3	-3	-11	i	24	9	-15	0
- O=C(Nc1ccc(Oc2ccc(C(F)(F)F)cn2)c(Cl)c1)C1CC1
    15	8	5	-2	25	i	0	7	6	0
- CN(C)S(=O)(=O)c1ccc(NC(=O)N2CCN(c3ccccc3Cl)CC2)cc1
    -33	-9	-1	x	38	i	-5	-4	-7	3
- O=C(COc1ccc2c(C(F)(F)F)cc(=O)oc2c1)NCc1cccs1
    6	-3	2	0	1	i	11	-1	-3	-1
- CCN(CC)CCN(C(=O)c1ccc(S(=O)(=O)N2CCOCC2)cc1)c1nc2cc3c(cc2s1)OCCO3
    14	2	1	-1	-15	i	-13	-2	-26	2
- O=C(CCc1nnc2n(Cc3ccc(Cl)cc3)c(=O)c3ccccc3n12)NCCCN1CCOCC1
    28	-3	-1	3	-18	i	-8	10	-17	2
- CCCS(=O)(=O)N1CCCC(C(=O)NCCc2ccc(Cl)cc2)C1 (centres undefined)
    22	3	-4	-4	-11	i	13	6	8	2
- CC(Oc1cc2oc(=O)c3c(c2cc1Cl)CCC3)C(=O)NCc1cccnc1 (centres undefined)
    7	3	3	-1	3	i	6	2	-20	-17
- Cc1ccc(C(=O)OCC(=O)Nc2cccc(Cl)c2C)c(O)c1
    15	6	-1	x	0	i	-11	-2	11	1
- O=C1N/C(=C\c2ccsc2)C(=O)N1Cc1ccc(F)cc1
    10	3	-1	1	-14	i	-2	-3	-16	4
- CN(C)c1ccc(C(=S)N2CCN(C(=S)Nc3cccc4ccccc34)CC2)cc1
    4	3	-4	-1	-3	i	-9	-5	-6	1
- Cc1cc(C(=O)OCC(=O)c2ccccc2)c2ccccc2n1
    11	-6	3	-2	0	i	-11	2	-17	0
- Nc1ccc(Br)c[n+]1Cc1cccc2cccnc12
    4	8	0	-3	24	i	0	3	-2	0
- C=C(C)C(=O)Nc1cccc(C2=NOC3(C2)C[C@H](C(N)=O)N(C(=O)COc2ccc(Cl)cc2)C3)c1 (some centres undefined)
    17	x	x	-2	6	i	6	-5	x	-4
- CCOC(=O)c1sc(NC(=O)CSc2nnc(-c3ccco3)n2CC)c(C(=O)OCC)c1C
    22	-3	-2	-3	9	i	x	x	-1	-1
- Cc1cccc(NC(=S)N(Cc2ccc(Cl)cc2)Cc2ccc(C(=O)O)cc2)c1
    10	1	-2	0	14	i	14	4	5	-1
- COc1ccc(C(=O)NCc2ccccc2)cc1S(=O)(=O)N1CCCc2ccccc21
    -4	-3	9	-1	8	i	-23	-1	10	1
- COc1ccc(CCNC(=O)Nc2cccs2)c(OC)c1
    19	-4	3	0	-18	i	9	2	-4	1
- CCOc1ncccc1C(=O)OCC(=O)N(CC(C)C)c1c(N)n(Cc2ccccc2)c(=O)[nH]c1=O
    19	x	x	-1	-6	i	-8	-4	x	0
- CSc1ccccc1OC1CCN(Cc2ccccc2)CC1
    11	1	-3	7	-9	i	0	-10	-19	-4

Additional records:
Order of results: AI-2 QS modul	IEC-6 tox	HSP90 inh	GSK3A inh	aSyn UTR inh	PolyA inhibitor	HSF1 activator	HSF1 inh	KLF5 inhibitor	GSK3B inh
- O=[N+]([O-])c1ccc(O)c(/C=N/Nc2nn[nH]n2)c1
    40	2	4	0	10	i	-5	2	-39	0
- COc1cc2[nH]c(=S)n(Cc3ccc(C)o3)c(=O)c2cc1OC
    2	-3	-2	0	28	i	14	24	22	-2
- C/C(N)=C(/C#N)C(=O)COc1ncnc2ccccc12
    29	1	1	-2	13	i	-6	-2	-6	-1
- Cc1ccc(-n2nnnc2C(Cl)(Cl)c2nnnn2-c2ccc(C)cc2)cc1
    -4	-8	-3	-3	24	i	-47	-31	-16	-2
- CN(C)S(=O)(=O)c1cccc(NC(=O)c2ccc(OC(F)(F)F)cc2)c1
    14	-4	0	-3	3	i	-4	-7	-2	0
- O=C(Nc1ccc(O)c(C(=O)O)c1)c1ccc2c(c1)C(=O)N(CC1CCCO1)C2=O (centres undefined)
    45	1	-2	1	-1	i	-4	-8	-34	1
- CCC(Sc1nc(-c2ccccc2)c(C#N)c(=O)[nH]1)C(=O)Nc1nnc(C)s1 (centres undefined)
    3	3	0	-7	15	i	-24	-14	8	6
- CNc1cccccc1=S
    20	-1	5	0	11	i	1	-3	-3	1
- O=C(NCCCNCCCNC(=O)c1ccc(/C=N/O)nc1)c1ccc(/C=N/O)nc1
    26	-1	3	14	-4	i	-5	0	-9	3
